Bioassay records as filed in PubChem.
Peg3 imprint: qHTS Assay for Compounds that Induce Erasure of Genomic Imprints | mouse ES Peg3-LacZ reporter, beta-gal luminescence, 40 h | Potency, µM (doses to about 60.7 µM), inactives show at the highest dose activity change, positive = activation, actives largely listed as activators | AID 1948, 2009 | 110,000 compounds, 0.02% hits;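 also: 0% = negative control wells on the plate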
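Gelatin-coated wells received 300 freshly trypsinized female ES cells with a Peg3LacZ-Neo reporter on the maternal allele, then incubated 40 hours at 37C. BetaGlo was added for 5 minutes at room temperature before a single luminescence read.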
p53ts 32C tox: qHTS Screen for Compounds that Selectively Target Cancer Cells with p53 Mutations: Cytotoxicity of p53ts Cells at the Permissive Temperature. H1299-p53A138V at 32C, ATP luminescence viability, 24 h. Potency, µM (titrated, usually from 46.1 µM), without a hit: top-dose activity change, negative = cytotoxicity, most hits filed as cytotoxic. 130,000 compounds, 0.93% hits;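 also: 0% = DMSO and -100% = full killing by reference compound; nearly all actives have a fitted effect of over 55% in size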
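H1299-p53 A138V cells (temperature-sensitive p53) exposed 24 h to up to 46 uM compound at 32C, where p53 is wild-type in conformation. Viability read as ATP luminescence and normalised to DMSO and 100 uM tamoxifen. AC50 fitted with the Hill equation.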
* hit, by the source's call; ? = inconclusive; · = no result given; [ ] = dose if it differs, or a comment. Calls follow the shape of the dose curve; as a rule, active = well fitted curve in the direction sought with a large enough effect; inconclusive = small, poorly fitted or top-dose-only effect, or another doubt; inactive = no such curve, though single readings can be large; an effect the other way counts as inactive or inconclusive. Potency is read from the fitted curve at half-maximal effect. A portion of the library; the hit share may differ from the screen's.

1: COCCCNC(=O)C1CCN(c2ncnc3c2nc2n3CCCCC2)CC1
2: Cc1cc(NC(=O)COCc2cc(-c3ccc(F)cc3)on2)ccc1Br
3: O=C(Nc1cc(F)ccc1F)c1ccc(CN2CC(=O)N3CCCCC3C2=O)cc1 (configuration not stated)
4: O=C(NCc1ccc(Cl)cc1)C1CCN(c2ncnc3c2nc2n3CCCCC2)CC1
5: COc1ccccc1CNC(=O)c1ccc(CN2CC(=O)N3CCCCC3C2=O)cc1 (configuration not stated)
6: COc1ccc(CCNS(=O)(=O)c2ccc3c(c2)CC(C)N3C(=O)C2CCC2)cc1OC (configuration not stated)
7: O=C(COCc1cc(-c2ccc3c(c2)OCO3)on1)Nc1cc(Cl)ccc1O
8: CSc1ncc(C(=O)Nc2ccccc2C(F)(F)F)c(-c2ccccc2)n1
assay / entry	1	2	3	4	5	6	7	8
p53ts 32C tox	0%	-2%	0%	-9%	21%	-13%	-3%	-10%
Peg3 imprint	·	·	·	·	·	·	·	·

9: Cc1cc(Nc2cccc(C(F)(F)F)c2)nc2ccc(NC(=O)c3cncc(Br)c3)cc12
10: CCN1CCc2c(sc(-n3cccc3)c2C(CCC(C)C)NC(=O)NCCC(=O)OC)C1 (configuration not stated)
11: COc1cc(Cl)c(C)cc1Nc1ncnc2c1nc1n2CCCC1
12: CCN(Cc1ccccc1)C(=O)CN1C(=O)COc2ccc(S(=O)(=O)NC3CCCC3)cc21
13: COc1ccc(CCNC(=O)c2ccc(-n3c(C)cc4c3CCC(C)C4)cc2)cc1OC (configuration not stated)
14: CCN(C(=O)CSc1nnc(-c2cc3occc3n2C)n1-c1ccccc1C)c1cccc(C)c1
15: Cc1cccc2sc(N(CCCN(C)C)C(=O)COc3ccccc3)nc12
16: NC(=O)C1CCN(C(=O)Cn2c(-c3cccs3)cc3ccccc32)CC1
assay / entry	9	10	11	12	13	14	15	16
p53ts 32C tox	-18%	-5%	-10%	1%	-3%	-13%	-14%	1%
Peg3 imprint	·	·	·	·	·	·	·	·

17: Cc1cccc(C(=O)NC2=NC(c3ccc(Cl)cc3)CC(=O)N2)c1 (configuration not stated)
18: O=C(COCc1cc(-c2ccc(F)cc2)on1)Nc1cc(Cl)cc(Cl)c1
19: Cc1cccc(S(=O)(=O)c2cn(Cc3ccccc3)c3cc(N4CCCCC4)c(F)cc3c2=O)c1
20: CCN1CCC(N(Cc2cccc(OC)c2)C(=O)Nc2cccc(C(F)(F)F)c2)CC1
21: CN(Cc1ccccc1)c1ncnc2c1nc1n2CCCC1
22: CCOC(=O)C1CCN(C(=O)Cn2c(-c3cccs3)cc3cc(Cl)ccc32)CC1
23: Cc1ccc(C)c(NC(=O)C(Cc2ccccc2)N2Cc3ccccc3C2=O)c1 (configuration not stated)
24: CC(=O)c1ccc(NS(=O)(=O)c2cc3[nH]c(=O)c(=O)[nH]c3cc2C)cc1
assay / entry	17	18	19	20	21	22	23	24
p53ts 32C tox	-10%	-4%	12%	-11%	0%	-11%	-1%	-13%
Peg3 imprint	·	·	·	·	·	·	·	·

25: COc1cc(OC)c(NC(=O)C2=C(C)C(=O)OC23CCN(C(C)=O)CC3)cc1Cl
26: Cc1ccc(Nc2ncnc3c2nc2n3CCCC2)c(Br)c1
27: COc1cc(OC)c(NC(=O)C(c2ccccc2)N2Cc3ccccc3C2=O)cc1Cl (configuration not stated)
28: Cc1ccc(NC(=O)c2ccc(CN3CC(=O)N4CCCCC4C3=O)cc2)c(Cl)c1 (configuration not stated)
29: Cc1ccc(NC(=O)C(c2ccccc2)N2Cc3ccccc3C2=O)cc1Cl (configuration not stated)
30: O=c1c(S(=O)(=O)c2ccccc2)cn(Cc2cccc(F)c2)c2cc(N3CCOCC3)c(F)cc12
31: CCN1CCN(CCCNC(=O)Cn2c(-c3cccs3)cc3cc(Cl)ccc32)CC1
32: Cc1ccc(O)c(NC(=O)COCc2cc(-c3ccco3)on2)c1
assay / entry	25	26	27	28	29	30	31	32
p53ts 32C tox	0%	10µM*	-3%	-1%	-8%	-12%	-7%	-5%
Peg3 imprint	·	·	·	·	·	·	·	·

33: CCOc1ccc(CCNC(=O)Cn2ncc3c([nH]c4ccccc43)c2=O)cc1OCC
34: COCCNC(=O)CN1C(=O)c2cccnc2Oc2ccc(Cl)cc21
35: CCCCN(C)CCNC(=O)Cn1ncc2c3ccccc3n(CCC)c2c1=O
36: COc1ccc(CNC(=O)CN2C(=O)CCCc3ccccc32)cc1
37: CN(CCCNC(=O)Cn1ncc2c([nH]c3ccccc32)c1=O)Cc1ccccc1
38: COc1ccc(-c2noc(CSCC(=O)Nc3cc(OC)c(OC)c(OC)c3)n2)cc1OC
39: CCCn1c2ccccc2c2cnn(CC(=O)NCC3CCN(Cc4ccccc4C)CC3)c(=O)c21
40: COc1ccc(OC)c(Nc2ncnc3c2nc2n3CCCC2)c1
assay / entry	33	34	35	36	37	38	39	40
p53ts 32C tox	0%	1%	-16%	8%	-5%	-6%	2%	-9%
Peg3 imprint	·	·	·	·	·	·	·	·

41: O=C(NC1CCCCC1)c1ccc(Cn2c(SCc3ccc(F)cc3)nc3cccnc32)cc1
42: CC(C)N(Cc1ccccc1)C(=O)CN1C(=O)COc2ccc(S(=O)(=O)NC3CCCC3)cc21
43: COc1ccc(Br)cc1CNC(=O)c1ccc(-n2c(C)cc3c2CCC(C)C3)cc1 (configuration not stated)
44: CCOC(=O)C1=C(CN2CCN(c3ccccc3F)CC2)NC(=O)NC1c1ccc(OC)cc1 (configuration not stated)
45: COc1ccc(-c2cn3nc(N4CCCC(C(=O)Nc5ccccc5F)C4)sc3n2)cc1 (configuration not stated)
46: CN1CCN(CCCNC(=O)Cn2c(-c3cccs3)cc3cc(Cl)ccc32)CC1
47: COC(=O)c1ccc(Cl)cc1NC(=O)N1CCC(CN2CCCC2)CC1
48: CCCn1c2ccccc2c2cnn(CC(=O)NCCCN3CCCCC3CC)c(=O)c21 (configuration not stated)
assay / entry	41	42	43	44	45	46	47	48
p53ts 32C tox	-21%	6%	-21%	0%	-3%	-6%	-22%	-1%
Peg3 imprint	·	·	·	·	·	·	·	·

49: COc1cc(Cl)c(NS(=O)(=O)c2ccc3c(c2)CC(C)N3C(=O)C2CCC2)c(OC)c1 (configuration not stated)
50: CC1CCCCN1CCCNC(=O)CN1C(=O)c2cccnc2Oc2ccc(Cl)cc21 (configuration not stated)
51: Cc1ccc2c(c1)N(CC(=O)NCCCN1CCCCC1)C(=O)c1cccnc1O2
52: COc1ccc(CSc2nc3ncccc3[nH]2)cc1
53: CCOc1ccc(NC(=O)CN2C(=O)COc3ccc(S(=O)(=O)NC4CCCC4)cc32)cc1
54: CCOC(=O)c1c(NC(C)=O)c2c3c(sc2n1Cc1nc(-c2ccccc2C)oc1C)CCCC3
55: Cc1ccc(-n2c(=O)c3c(c4cc(C)ccc4n3C)n(CC(=O)N3CCCC3)c2=O)cc1
56: Cc1ccc(Cl)cc1N1CCN(CCCNC(=O)Cn2ncc3c([nH]c4ccccc43)c2=O)CC1
assay / entry	49	50	51	52	53	54	55	56
p53ts 32C tox	-8%	-6%	-1%	16µM*	-7%	-3%	5%	-9%
Peg3 imprint	·	·	·	·	·	·	·	·

57: CCOc1ccccc1CNC(=O)CN1C(=O)c2cccnc2Oc2ccc(Cl)cc21
58: Cc1ccc(NC(=O)CSc2nnc(-c3cc4occc4n3C)n2-c2ccccc2C)c(Cl)c1
59: CN(C)c1ccc(NC(=O)Cn2cc(S(=O)(=O)Cc3ccccc3Cl)c3ccccc32)cc1
60: Cc1ccccc1CSc1nc2cccnc2n1Cc1ccc(C(=O)NCCc2cccs2)cc1
61: COc1ccc(Cl)cc1NC(=O)N1CCC(CN2CCc3ccccc3C2)CC1
62: CC(C)Oc1ccc(CNC(=O)Cn2c(-c3cccs3)cc3ccccc32)cc1
63: O=C(Nc1ccccc1F)C(Cc1ccccc1)N1Cc2ccccc2C1=O (configuration not stated)
64: Cc1cc(Nc2cccc(Cl)c2)nc2ccc(NC(=O)Cc3ccc(Cl)cc3)cc12
assay / entry	57	58	59	60	61	62	63	64
p53ts 32C tox	1%	-3%	-6%	?	-2%	-1%	6%	-2%
Peg3 imprint	·	·	·	·	·	·	·	·

Reprinted from the results shown, 13 compounds:
51: Cc1ccc2c(c1)N(CC(=O)NCCCN1CCCCC1)C(=O)c1cccnc1O2
52: COc1ccc(CSc2nc3ncccc3[nH]2)cc1
53: CCOc1ccc(NC(=O)CN2C(=O)COc3ccc(S(=O)(=O)NC4CCCC4)cc32)cc1
54: CCOC(=O)c1c(NC(C)=O)c2c3c(sc2n1Cc1nc(-c2ccccc2C)oc1C)CCCC3
55: Cc1ccc(-n2c(=O)c3c(c4cc(C)ccc4n3C)n(CC(=O)N3CCCC3)c2=O)cc1
56: Cc1ccc(Cl)cc1N1CCN(CCCNC(=O)Cn2ncc3c([nH]c4ccccc43)c2=O)CC1
57: CCOc1ccccc1CNC(=O)CN1C(=O)c2cccnc2Oc2ccc(Cl)cc21
58: Cc1ccc(NC(=O)CSc2nnc(-c3cc4occc4n3C)n2-c2ccccc2C)c(Cl)c1
59: CN(C)c1ccc(NC(=O)Cn2cc(S(=O)(=O)Cc3ccccc3Cl)c3ccccc32)cc1
60: Cc1ccccc1CSc1nc2cccnc2n1Cc1ccc(C(=O)NCCc2cccs2)cc1
assay / entry	51	52	53	54	55	56	57	58	59	60
p53ts 32C tox	-1%	16µM*	-7%	-3%	5%	-9%	1%	-3%	-6%	?
Peg3 imprint	·	·	·	·	·	·	·	·	·	·

61: COc1ccc(Cl)cc1NC(=O)N1CCC(CN2CCc3ccccc3C2)CC1
62: CC(C)Oc1ccc(CNC(=O)Cn2c(-c3cccs3)cc3ccccc32)cc1
63: O=C(Nc1ccccc1F)C(Cc1ccccc1)N1Cc2ccccc2C1=O (configuration not stated)
assay / entry	61	62	63
p53ts 32C tox	-2%	-1%	6%
Peg3 imprint	·	·	·

New compounds follow
65: O=C(Cn1cnc2c(nc3n2CCCCC3)c1=O)Nc1ccc(F)cc1
66: CCc1nc(SC)ncc1C(=O)N1CCN(c2cc(Cl)ccc2C)CC1
67: CCn1cc(S(=O)(=O)c2cccc(Cl)c2)c(=O)c2cc(F)c(N3CCN(c4ccccc4)CC3)cc21
68: CCN1CCN(c2cc3c(cc2F)c(=O)c(S(=O)(=O)c2cc(C)cc(C)c2)cn3CC)CC1
69: COC(=O)C(CCSC)NC(=O)Cn1ncc2c([nH]c3ccccc32)c1=O (configuration not stated)
70: CN(C(=O)C1CCN(c2ncnc3c2nc2n3CCCCC2)CC1)c1ccccc1F
71: CC(C)c1ccc(S(=O)(=O)c2cnc(SCC(=O)Nc3ccc(F)cc3F)nc2N)cc1
72: COc1ccc(-c2cn3nc(N4CCCC(C(=O)Nc5cc(C)cc(C)c5)C4)sc3n2)cc1 (configuration not stated)
assay / entry	65	66	67	68	69	70	71	72
p53ts 32C tox	-8%	-4%	-2%	-8%	6%	16%	-9%	-1%
Peg3 imprint	·	·	·	·	·	·	·	·

73: Cc1cccc(S(=O)(=O)c2cn(C)c3cc(N4CCC(C)CC4)c(F)cc3c2=O)c1
74: CN(CC(=O)NCc1ccc(Cl)cc1)S(=O)(=O)c1ccc2[nH]c3c(c2c1)CCCC3
75: CC1(C)S[C@@H]2[C@H](NC(=O)COc3ccccc3)C(=O)N2[C@H]1C(=O)O
76: COc1ccc(C(CCN2CCOCC2)c2c(OC)cc(OC)c3c(-c4ccccc4)cc(=O)oc23)cc1 (configuration not stated)
77: OC[C@@H]1[C@@H](c2ccc(F)cc2)C(c2ccccc2)=NN1c1ccccc1
78: CCCCc1c(O)n(-c2ccccc2)[nH]c1=O
79: NC(N)=N[C@@H](CCC(=O)O)C(=O)O
80: CC(N)C12CC3CC(CC(C3)C1)C2 (configuration not stated)
assay / entry	73	74	75	76	77	78	79	80
p53ts 32C tox	-18%	-16%	·	·	·	·	·	·
Peg3 imprint	·	·	1%	-7%[40.7 µM]	-19%	1%	11%	-16%

81: CC[C@H]1C(c2cccc(C)c2)=NN(c2ccccc2)[C@@H]1CO
82: O=C1N[C@@H](Cc2ccccc2)C(=O)N2CCCC12 (some centres not stated)
83: O=C1C2CCC(C2)[C@@H]2CCCCN12 (some centres not stated)
84: CC(=O)N1CC[C@H]2CC(=O)CC[C@@]21C
assay / entry	81	82	83	84
p53ts 32C tox	·	·	·	·
Peg3 imprint	-15%	-11%[97.3 µM]	8%[97.3 µM]	8%[97.3 µM]
